Screening data as filed in PubChem.
IL-2 act: activators of IL-2; IL-2 activation reporter assay, cell-based qHTS; stimulated with anti-CD3/CD4/CD28 beads; in transgenic mouse T cells; activation, % (series mostly up to about 46 µM); actives 0.065% (n = 360,000); AID 652025; in the data active means activation above about 50%; inconclusive means mostly about 30% to 49%; further: 0% is about no effect
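Readout: EGFP and DsRed signals by fluorescent plate cytometry. Unstimulated transgenic mouse T cells received compound 60 min before antibody-bead stimulation, then incubated 18 h at 37 degrees C.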
EPAC2 ag: EPAC2 (human) agonism. EPAC2 activation, biochemical qHTS; response scale: 100% = 6.5 mM cAMP response. actives 0.079% (n = 360,000). Potency, µM (top dose mostly 154 µM), without a hit: at the top dose activation, most hits filed as activators. Q8WZA2; further: potency means the concentration at half of the fitted maximal effect; nearly all actives have a fitted effect of over 50% in size
Target sequence (Q8WZA2 whole entry, looked up): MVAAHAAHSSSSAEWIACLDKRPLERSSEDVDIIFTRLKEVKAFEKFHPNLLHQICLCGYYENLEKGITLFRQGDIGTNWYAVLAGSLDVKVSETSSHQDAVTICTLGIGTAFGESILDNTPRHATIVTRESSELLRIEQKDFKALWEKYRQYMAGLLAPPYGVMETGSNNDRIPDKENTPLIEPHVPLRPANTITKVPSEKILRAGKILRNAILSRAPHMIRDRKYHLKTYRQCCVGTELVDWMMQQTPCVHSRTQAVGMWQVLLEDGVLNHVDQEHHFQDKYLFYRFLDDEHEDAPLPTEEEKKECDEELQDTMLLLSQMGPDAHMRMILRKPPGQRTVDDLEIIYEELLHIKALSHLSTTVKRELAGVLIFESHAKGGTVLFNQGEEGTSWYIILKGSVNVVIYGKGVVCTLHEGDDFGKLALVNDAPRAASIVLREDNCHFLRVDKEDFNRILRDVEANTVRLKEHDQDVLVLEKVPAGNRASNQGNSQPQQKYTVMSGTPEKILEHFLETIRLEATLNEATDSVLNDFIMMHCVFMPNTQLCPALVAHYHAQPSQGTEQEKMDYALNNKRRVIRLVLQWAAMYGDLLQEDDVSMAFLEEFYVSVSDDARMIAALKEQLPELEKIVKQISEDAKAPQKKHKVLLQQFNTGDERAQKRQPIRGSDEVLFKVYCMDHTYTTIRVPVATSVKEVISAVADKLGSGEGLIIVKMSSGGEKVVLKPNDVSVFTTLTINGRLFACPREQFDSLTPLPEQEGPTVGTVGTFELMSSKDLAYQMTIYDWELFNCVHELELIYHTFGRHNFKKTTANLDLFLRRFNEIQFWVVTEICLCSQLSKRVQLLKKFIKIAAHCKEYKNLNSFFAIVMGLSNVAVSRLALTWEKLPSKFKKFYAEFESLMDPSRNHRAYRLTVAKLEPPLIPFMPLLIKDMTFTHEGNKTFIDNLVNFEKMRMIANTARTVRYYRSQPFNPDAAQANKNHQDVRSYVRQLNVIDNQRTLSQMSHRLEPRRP
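Compounds were added across a concentration range to EPAC2 (100 nM), RAP1B-BODIPY-GDP (250 nM) and GDP (50 uM). After 5 min at room temperature, fluorescence was recorded at 5-min intervals for 30 min.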
Nrf2 block: inhibitors of Nrf2 signaling | A549 ARE-Fluc reporter, luciferase luminescence, 18-24 h | Potency, µM (highest dose often 46 µM), without a hit: at the highest dose activity change, negative = inhibition, actives largely listed as inhibitors | actives 2.1% (n = 360,000) | AID 504444; further: potency means the concentration at half of the fitted maximal effect; on the % scale 0 is the no-effect control and ±100 the full control effect; nearly all actives have a fitted effect of over 60% in size
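A549 ARE_Fluc cells, 5000/well, 5% FBS OPTI-MEM; compounds in dose-response, 18-24 h at 37 °C/5% CO2; CellTiter-Fluor viability read (Ex 405/Em 525), then BugLite luciferase luminescence = Nrf2 activity.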
TGFb SMAD3 inh: inhibitors of TGF-b signaling. HepG2 CAGA-GFP TGF-b/SMAD3 reporter, GFP fluorescence, 18 h; TGF-beta stimulated, 500 pg/mL final. Potency, µM (top dose mostly 46.1 µM), inactives show top-dose activity, negative = inhibition, hits mostly inhibitors. actives 1.2% (n = 410,000). AID 588855; further: potency means the concentration at half of the fitted maximal effect; on the % scale 0 is the no-effect control and ±100 the full control effect; nearly all actives have a fitted effect of over 65% in size
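Using HEPG2 CAGA-GFP reporter cells at 1000 cells/well, we pinned test compounds, stimulated with recombinant TGF-beta (500 pg/mL final) and measured total well GFP after 18 h.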
ATXN2 expr inh: inhibitors of ATXN2 expression | HEK-293 ATXN2-luciferase reporter, luminescence, 24 h | Potency, µM (series often up to 57 µM), for the others: top-dose activity change, negative = inhibition, actives largely listed as inhibitors | actives 0.72% (n = 360,000) | AID 1745845; further: potency means the concentration at half of the fitted maximal effect; on the % scale 0 is the no-effect control and ±100 the full control effect; nearly all actives have a fitted effect of over 55% in size
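qHTS (up to 57 uM final) was run with 24 h compound exposure of reporter cells at 37 °C. Each well was multiplexed: SteadyGlo luminescence measured ATXN2-luciferase expression after a fluorogenic Gly-Phe-AFC viability readout (25 uM final).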
A549 viability: kills or reduces viability of A549 cells in Nrf2 counter-screen. A549 ARE-Fluc cells, CellTiter-Fluor viability, 18-24 h. actives 0.16% (n = 390,000). Potency, µM (doses to about 46 µM), without a hit: top-dose activity change, negative = cytotoxicity, hits mostly inhibitors; further: potency means the concentration at half of the fitted maximal effect; on the % scale 0 is the no-effect control and ±100 the full control effect
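A549 ARE_Fluc cells in 5% FBS OPTI-MEM were exposed to compounds in concentration-response for 18-24 h at 37 deg C. Viability was read by CellTiter-Fluor fluorescence (Ex 405/Em 525) after 30 min, before the luciferase read.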
HepG2 tox: HepG2 cytotoxicity, counter-screen for TGF-b inhibitors. Potency, µM (doses to about 46.1 µM), inactives show at the top dose activity change, negative = cytotoxicity, actives largely listed as cytotoxic. HepG2 CAGA-GFP viability, ATP luminescence, 18 h. actives 0.76% (n = 410,000). AID 588856; further: potency means the concentration at half of the fitted maximal effect; some results filed as inactive show a strong effect at the top dose
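HepG2 CAGA-GFP cells (1000/well, DMEM with 1% FBS) received compound, then TGF-beta at 500 pg/mL final, and were incubated 18 hours at 37 degrees C. Viability was read by CellTiter-Glo luminescence. Media-only wells were set as complete cell-killing and DMSO as no toxicity.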
S2 tox: viability counter-screen for ATXN expression inhibitors; S2 cells (HEK-293 line with an ATXN2-luciferase reporter) viability, CellTiter-Fluor protease fluorescence, 24 h; Potency, µM (top dose mostly 56.7 µM), most hits filed as cytotoxic; actives 0.49% (n = 400,000); AID 651635; further: potency means the concentration at half of the fitted maximal effect; nearly all actives have a fitted effect of over 40% in size
Nrf2 ARE act: activates Nrf2 signaling. AREc32 ARE-luciferase reporter (MCF7-derived line), luminescence, 24 h. Potency, µM (series often up to 46.1 µM), inactives show at the highest dose activation, usual class: activators. actives 0.31% (n = 410,000); further: potency means the concentration at half of the fitted maximal effect; % of control where 0% means no effect; nearly all actives have a fitted effect of over 65% in size
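For detection, Steady-Glo was added and plates sat 30 min at RT; before that, AREc32_Fluc cells grown overnight in OPTI-MEM/5% FBS had been treated with 23 nL compound for 24 hr at 37 deg C.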
Numbers without * were called inactive; i = inactive; u = inconclusive; x = not tested or not shown; & = joins results of further samples; [ ] = remark or other dose. Unless noted, the call rests on the fitted dose curve; in most records, active means well fitted curve in the direction sought with a large enough effect; inconclusive means small, poorly fitted or top-dose-only effect, or another doubt; inactive means no such curve, though single readings can be large; an effect the other way counts as inactive or inconclusive.

SMILES	IL-2 act	EPAC2 ag	Nrf2 block	TGFb SMAD3 inh	ATXN2 expr inh	A549 viability	HepG2 tox	S2 tox	Nrf2 ARE act
O=C1c2cc3c(cc2CCC1c1ccc2c(c1)OCO2)OCO3 (stereo not given)	-2.1	12%	x	2%	x	x	-3%	i	11%
CC1CCC(NC(=O)C2CCN(C(=O)Nc3ccccc3)CC2)CC1 (stereo not given)	-4.2	6%	-6%	-5%	-3%	-7%	0%	i	2.8%
CCCCNC(=O)CN1C(=O)NC2(CCCc3ccccc32)C1=O (stereo not given)	0.6	7%	x	9%	5%	3%	-13%	i	-0.4%
Cc1ccccc1NC(=O)N1CCN(c2ncccn2)CC1	2.6	10%	12%	10%	12%	1%	3%	i	-1.1%
CCc1cc2c(=O)[nH]c(-c3ccccn3)nc2s1	2.1	6%	u	5µM*	u	u	-31%	5.6µM*	u
Oc1c(C(c2cccc(F)c2)N2CCN(Cc3ccccc3)CC2)sc2ncnn12 (stereo not given)	-2.0	-4%	0%	4%	-20%	-14%	-25%	i	-1.0%
CC(C)(C)NC(=O)CSc1nc2ccc(NC(=O)CSc3nnnn3Cc3ccccc3)cc2s1	-3.9	12%	8.2µM*	u	-19%	-16%	-27%	i	1.7%
O=C(CSc1nccn1Cc1ccco1)Nc1ccc(OC(F)(F)F)cc1	x	x	x	-1%	x	3%	-19%	x	5.6%
COC(=O)c1ccc(C(=O)OC)c(NC(=S)N2CCCC2)c1	-1.3	2%	2%	12%	1%	1%	7%	i	0.1%
CCN1C(c2ccc(F)cc2)=CS/C1=C(/C#N)c1nnc2n1-c1ccccc1SC2	1.5	0%	x	-23%	x	x	-25%	u	-0.4%
Cc1noc(C)c1C(=O)NCCc1c(C)[nH]c2ccccc12	2.2	5%	3%	0%	-6%	2%	-11%	i	-0.2%
CN1CCc2c(sc(NC(=O)Cc3ccccc3)c2C(N)=O)C1	1.8	12%	19%	-3%	-12%	10%	-44%	i	0.0%
CC(=O)NC(Cc1ccccc1C)C(=O)NC1CCN(C(=O)c2cccc(C)c2)CC1 (stereo not given)	0.3	3%	3%	5%	-8%	-1%	0%	i	-1.1%
Cc1ccc(-n2c(C)cc(C(=O)COc3c(CO)cc(F)cc3CO)c2C)cc1C	-3.0	4%	u	u	-20%	-3%	2%	u	2.6%
COc1cccc(NC(=O)c2cc(OC)c(OC)c(OC)c2Br)c1	0.1	0%	-5%	-3%	-7%[11.3 µM]	0%	-3%	i	0.5%
CCOc1ccccc1OCCCC(=O)N(C)CC(=O)Nc1cc(C)ccc1C	-1.9	1%	6%	6%	-10%	2%	-3%	i	-0.3%
NC(=O)c1c(NC(=O)CN2C(=O)CCC2=O)sc2c1CCCCC2	-0.8	6%	-2%	5%	6%	0%	2%	i	0.3%
CC(CN1CCCC1)OC(=O)c1ccc(Cl)cc1 (stereo not given)	0.8	11%	-3%	4%	-36%	0%	-17%	i	-0.4%
c1ccc(-c2nnnc3ccccc23)cc1	-0.5	0%	-1%	u	1%	-10%	34%	i	-0.1%
CC(C)C(OC(=O)c1nsc(Cl)c1Cl)C(=O)NC(C)(C)C (stereo not given)	-0.4	1%	0%	-1%	4%	-3%	1%	i	-0.2%
CCCN1CN(c2ccccc2)C(=S)N(c2ccccc2)C1	1.3	2%	10%	1%	0%	0%	7%	i	0.1%
COc1cc(OC)c(N(C)C(=O)c2sc3nc4n(c(=O)c3c2C)CCCC4)cc1Cl	x	x	-13%	-21%	x	14%	-30%	x	0.3%
CSc1ncccc1C(=O)OC(C)C(=O)Nc1cccc(S(=O)(=O)N2CCOCC2)c1 (stereo not given)	-4.2	11%	-11%	-9%	1%	9%	3%	i	0.5%
CCOc1ccccc1CNC(=O)CSc1nnc(C)c2c(C)n(-c3ccccc3)nc12	x	x	u	u	-6%	-1%	-16%	i	-1.0%
CCCCn1c(N)c(N(CCOC)C(=O)Cn2c(=O)cnc3ccccc32)c(=O)[nH]c1=O	0.4	5%	-30%	0%	8%	1%	-2%	i	-0.6%

Entries of single compounds as entered above. Screens in order: IL-2 act	EPAC2 ag	Nrf2 block	TGFb SMAD3 inh	ATXN2 expr inh	A549 viability	HepG2 tox	S2 tox	Nrf2 ARE act
c1ccc(-c2nnnc3ccccc23)cc1 reads -0.5	0%	-1%	u	1%	-10%	34%	i	-0.1%
Cc1noc(C)c1C(=O)NCCc1c(C)[nH]c2ccccc12 reads 2.2	5%	3%	0%	-6%	2%	-11%	i	-0.2%
Cc1ccc(-n2c(C)cc(C(=O)COc3c(CO)cc(F)cc3CO)c2C)cc1C reads -3.0	4%	u	u	-20%	-3%	2%	u	2.6%

(cont.)
SMILES	IL-2 act	EPAC2 ag	Nrf2 block	TGFb SMAD3 inh	ATXN2 expr inh	A549 viability	HepG2 tox	S2 tox	Nrf2 ARE act
CCC(C(=O)Nc1ccon1)c1ccccc1 (stereo not given)	-1.4	5%	-13%	-1%	2%	11%	0%	i	-1.7%
N#Cc1nc(COc2ccc(Br)cc2)oc1NCCN1CCOCC1	3.6	7%	-16%	4%	-7%	2%	-11%	u	0.5%
CCN(CC1COc2ccccc2O1)C(=S)Nc1ccccc1 (stereo not given)	-3.2	18%	u	38%[activator]	-18%	0%	-13%	i	0.3%
COc1cc(C2N(C)CCC3(OCCO3)C2(C)C)cc(OC)c1OC (stereo not given)	0.0	8%	12%	u	-2%	-2%	-3%	i	0.0%
C=CCN(Cc1ccc(Cl)s1)C(=O)CNC(=O)CNC(=O)c1ccc(Cl)cc1Cl	1.2	7%	3%	-7%	-17%	2%	-9%	i	-0.6%
CC(C(=O)NC1C(=O)N2C(C(=O)O)=C(CSc3nnnn3C)CSC12)n1cc(Cl)cn1 (stereo not given)	-2.8	0%	0%	6%	-1%	-4%	-1%	i	2.8%
CC(C)c1nnc(NC(=O)CCC(=O)NCc2ccccc2Cl)s1	-2.2	0%	6%	7%	5%	0%	1%	i	-0.6%
CCOc1nc(C#N)nc(N2CCCCC2)n1	1.1	11%	16µM*	-11%&-5%	u	-20%&-6%	-27%&-19%	i	5.3%
CC(=O)NCCc1csc(-c2ccccc2)n1	-0.9	3%	5%	10%	13%	3%	-8%	i	-0.3%
CCc1ccc(-n2nc(C)c3c(C(=O)Nc4cc(OC)cc(OC)c4)cc(C)nc32)cc1	x	x	-4%	-15%	-2%	-5%	-36%	i	7.7%
CCOC(=O)N1CCN(C(=O)c2csc3c2CCCCC3)CC1	-0.3	-1%	-20%	15%	4%	0%	-24%	i	0.0%
Nc1nn2c(-c3ccccc3)cc(=O)[nH]c2c1N=Nc1ccc(O)cc1	1.8	-6%	-5%	-5%	x	u	2%	i	0.1%
Cc1ccc(C)n1-c1ccc(C(=O)N/N=C/c2ccncc2)cc1	1.2	-8%	4%	-11%	-26%	-2%	-25%	i	3.1%
O=C(Nc1ccncc1)C1CCN(S(=O)(=O)c2ccccc2C(F)(F)F)CC1	-5.2	-1%	u	-3%	-9%	0%	14%	i	1.5%
Cc1cccc(Cn2c(=O)c3c(nc4n3CCCN4Cc3ccccc3)n(C)c2=O)c1	-1.6	9%	u	u	-14%	-11%	-24%	u	0.1%
CCOC(=O)c1c(C)sc2c1N(C(=O)CCl)c1cc(Cl)ccc1S2	-6.7	9%	2%	u	u	1%	-90%	18µM*	-1.0%
COc1ccc(-c2nc(CN3CCN(Cc4ccccc4)CC3)c(C)o2)cc1	0.4	1%	-6%	u	-8%	-3%	-18%	i	-0.7%
O=C(Nc1ccccc1)[C@@H]1CC=C[C@@H]2CCN(C3CCCCC3)C(=O)[C@@H]21	1.8	5%	13%	-3%&1%	1%	-8%	-2%&-1%	i	-0.4%
CCOc1ccc(N(CC(=O)Nc2ccc(C)cc2)S(=O)(=O)c2c(C)[nH]c(=O)[nH]c2=O)cc1	-0.4	6%	1%	0%	x	u	8%	i	-0.3%
Cc1ccccc1C(=O)Nc1c(C(=O)N2CCCC2)cnn1-c1ccccc1	-0.6	2%	8%	-5%	12%	u	-4%	i	-0.6%
CCC(c1n[nH]c(=S)n1-c1ccccc1)N(C)C (stereo not given)	-0.5	8%	11%	-3%	-4%	-2%	12%	u	1.9%
COCCNC(=O)Cn1ncc2ccsc2c1=O	-2.5	9%	6%	1%	-21%	-1%	-24%	i	0.3%
CCCCc1nnc(NC(=O)CSc2nc(C)cc(=O)[nH]2)s1	-0.9	-2%	x	-26%	-7%	-3%	-13%	i	-0.8%
CC(C)c1ccc(OCc2ccc(C(=O)N(C)C)o2)cc1	0.3	-1%	u	-21%	33%	-1%	-8%	i	0.6%
CCOc1ccc(S(=O)(=O)N2CCC(C(=O)NCc3ccncc3)CC2)cc1	-0.8	7%	-6%	u	-2%	0%	-17%	i	-0.6%
(continued)
SMILES	IL-2 act	EPAC2 ag	Nrf2 block	TGFb SMAD3 inh	ATXN2 expr inh	A549 viability	HepG2 tox	S2 tox	Nrf2 ARE act
CC(C)c1cc(C(=O)NCc2ccccc2)no1	x	x	u	2%	43%[activator]	1%	-1%	i	0.5%
O=C(NCCCNC1CCCCC1)c1ccc(/C=N/O)nc1	-5.5	u	u	7%	-9%	4%	7%	i	3.1%
CCOc1ccc(NC2=CC(=O)C(=O)c3ccccc32)cc1	-4.2	-5%	u	4.5µM*	-27%	u	-103%	u	-2.0%
Cc1cc(NC(=O)CSc2n[nH]c(-c3cccs3)n2)no1	-2.1	6%	19%	-2%	5%	6%	-14%	i	4.2%
CC(C)N(C(=O)Cc1ccccc1[N+](=O)[O-])C(C)C	-0.5	12%	14%	u	-19%	6%	-58%	i	4.8%
COCc1nc2sc3c(c2c(=O)[nH]1)CCCC3	-2.8	0%	-10%	-5%	-10%	9%	1%	i	0.3%
Cc1ccc(NC(=S)NCc2ccccn2)cc1	0.5	16%	u	u	5%	9%	-5%	i	5.8%
N#C/C(=C(/O)c1cc2ccccc2o1)c1nc2ccccc2s1	-4.7	7%	u	u	1%	u	-1%	i	-0.3%
